# TDP1 cell noCPT – qHTS for Inhibitors of human tyrosyl-DNA phosphodiesterase 1 (TDP1): qHTS in cells in absence of CPT. DT40 Tdp1-/- hTDP1 cells, no CPT, ATP luminescence, 48 h. Potency, µM (top dose mostly 46.2 µM), inactives show at the top dose activity change, negative = growth inhibition, most hits filed as inhibitors. hit rate 15% among 420,000; further: nearly all actives have a fitted effect of over 55% in size
#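 A cellular qHTS used chicken DT40 cells lacking endogenous Tdp1 but carrying stably transfected human TDP1. Compounds were applied without camptothecin, and cell growth kinetics were judged by ATP-dependent luminescence after ≥48 hr.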
# TDP1 cell CPT – DT40-hTDP1 cell growth loss with CPT; chicken DT40 Tdp1-/-;hTDP1 cells + 20 nM CPT, ATP luminescence, 48 h; Potency, µM (titrated, usually from 46.2 µM), inactives show at the top dose activity change, negative = growth inhibition, hits mostly inhibitors; hit rate 12% among 420,000; AID 686979; further: nearly all actives have a fitted effect of over 55% in size
#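 Chicken DT40 Tdp1-/- cells stably complemented with human TDP1 were seeded at 400 cells/well in medium containing 20 nM camptothecin, exposed to pin-transferred compounds, and grown at 37 °C for at least 48 hr. Viability was read as ATP luminescence.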
# KAT2A inh – GCN5L2 (KAT2A) acetyltransferase inhibition; Q92830; GCN5L2 HAT assay, ThioGlo1 CoA-SH fluorescence; Potency, µM (titrated, usually from 58.9 µM), inactives show at the top dose activity change, negative = inhibition, most hits filed as inhibitors; hit rate 0.21% among 390,000; AID 504327
# Target sequence (Q92830 whole entry, looked up): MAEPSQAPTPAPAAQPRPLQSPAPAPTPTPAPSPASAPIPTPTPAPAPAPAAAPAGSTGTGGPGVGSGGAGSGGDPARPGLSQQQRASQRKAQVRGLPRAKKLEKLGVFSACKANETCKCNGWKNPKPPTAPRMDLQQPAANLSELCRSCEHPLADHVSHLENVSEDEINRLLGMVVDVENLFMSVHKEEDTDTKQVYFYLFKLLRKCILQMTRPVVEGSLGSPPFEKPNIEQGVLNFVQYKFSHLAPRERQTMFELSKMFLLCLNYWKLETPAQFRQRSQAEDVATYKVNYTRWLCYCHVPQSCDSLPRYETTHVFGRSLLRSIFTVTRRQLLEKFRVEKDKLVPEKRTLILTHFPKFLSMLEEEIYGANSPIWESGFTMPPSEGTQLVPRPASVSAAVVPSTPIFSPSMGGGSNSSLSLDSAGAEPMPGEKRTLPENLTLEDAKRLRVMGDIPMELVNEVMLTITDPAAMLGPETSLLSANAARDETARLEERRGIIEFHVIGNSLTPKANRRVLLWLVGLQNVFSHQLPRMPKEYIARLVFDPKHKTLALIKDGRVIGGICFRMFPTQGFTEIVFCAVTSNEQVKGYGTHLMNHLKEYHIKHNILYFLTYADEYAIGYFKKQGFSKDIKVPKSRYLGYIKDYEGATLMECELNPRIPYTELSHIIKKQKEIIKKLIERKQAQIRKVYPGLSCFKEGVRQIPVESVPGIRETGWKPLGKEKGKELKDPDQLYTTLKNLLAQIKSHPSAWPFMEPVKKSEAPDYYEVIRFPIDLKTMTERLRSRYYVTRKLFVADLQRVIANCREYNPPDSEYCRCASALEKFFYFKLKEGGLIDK
#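 GCN5L2 (20nM final) in 50mM HEPES, 0.1mM EDTA pH 7.5, 0.01% Tween-20 was preincubated 15 min at room temperature with compound, then given ThioGlo1 (50uM), H3(1-25) peptide (75uM) and acetyl-CoA (70uM); CoA-thiol fluorescence (Ex340/Em540) was read at 0 and 20 min.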
# Active calls of the source: *; u = inconclusive; x = no result given; & = joins results of further samples; [ ] = dose if it differs, or a comment. The call rests on the fitted dose curve; in most records, active means well fitted curve in the direction sought with a large enough effect; inconclusive means small, poorly fitted or top-dose-only effect, or another doubt; inactive means no such curve, though single readings can be large; an effect the other way counts as inactive or inconclusive. On the % scale 0 is the no-effect control and ±100 the full control effect; potency means the concentration at half of the fitted maximal effect.
SMILES,TDP1 cell noCPT,TDP1 cell CPT,KAT2A inh
CC(C)NC(=O)C1(C)CCN1C(=O)c1cccn1C (configuration not stated),1%,17%,x
CCCCC1(C)NC(=O)N(CC(=O)N2CCc3ccccc32)C1=O (configuration not stated),14%,-5%,-2%
CCN(CC)S(=O)(=O)c1ccc2c(c1)nc(SCC(=O)N1CCCCCC1)n2-c1ccc(OC)cc1,23µM*,15µM*,-4%
COc1cc(/C=C2\COC/C(=C\c3ccc(O)c(OC)c3)C2=O)ccc1O,3.3µM*,3.3µM*,-8%
Cn1c(=O)c2c(nc(NCc3ccccc3)n2CC(N)=O)n(C)c1=O,-17%,-18%,-4%
CC(=O)NCCNc1nc(NC(C)C)nc2cc(-c3ccccc3)sc12,u,23µM*,x
CC(C)[C@H](NC(=O)c1cccc(S(=O)(=O)N2CCCC2)c1)c1nc2ccccc2[nH]1,-21%,u,1%
Cc1ccc(C(=O)Nc2cnn(-c3ccc(C(=O)NCc4nc(-c5ccccc5)n[nH]4)cc3)c2)c(C)c1,1.8µM*,0.92µM*,x
Fc1cccc(-c2cc3nc4c(c(N5CCOCC5)n3n2)CCCC4)c1,u,18µM*,-19%
CC(=O)c1ccc(Oc2cc(C(F)(F)F)cnc2C(N)=O)cc1,-21%,0%,5%
Cc1cccc(NC(=O)Cn2c(=O)n(CC3CCCO3)c(=O)c3ccccc32)c1 (configuration not stated),0%,-6%,-5%
COc1ccccc1P(=O)(Cc1ccccc1)c1ccccc1 (configuration not stated),u,-28%,20%
CN1CCN(NC(=S)Nc2ccccc2)CC1,-11%,-17%,-3%
CC(C)C1=C2CCCCC2NC(=O)N1 (configuration not stated),-9%,-23%,-27%
CCOc1ccc(-c2nc(CCl)cs2)cc1,u,10µM*,-5%
c1ccc2c(Nc3nc4c(s3)CCCC4)cccc2c1,u,u,-13%
COc1ccc(C(CNC(=O)CSc2ccccc2C)N(C)C)cc1 (configuration not stated),u,7%,-4%
O=C(Cc1ccccc1)Nc1sc2c(c1C(=O)Nc1ccc(Br)cc1)CCCC2,21µM*,12µM*,-13%
Cc1cc(C)n2c(Nc3ccc4c(c3)OCCO4)c(-c3ccc(F)cc3)nc2n1,u,u,x
CCOC(=O)C1CCCN(c2c(NCCCN3CCCC(C)C3)c(=O)c2=O)C1 (configuration not stated),16%,-12%,-4%
COc1ccc(CC(=O)NNC(=O)c2cc(C)[nH]n2)cc1,11%,20%,3%
CC(C)CN(CC(C)C)C(=O)CN1C(=O)NC2(CCc3ccccc3C2)C1=O (configuration not stated),-11%,-16%,3%
COc1ccc(C2C(=O)N(C3CCC(C)CC3)CC(=O)N2Cc2ccccc2Cl)cc1OC (configuration not stated),u,u,-20%
CCOC(=O)N1CCN(C(=O)COc2cccc3c2CCN(Cc2ccc(F)cc2)C3=O)CC1,u,u,-6%
COc1cc(/C=N/NC(=O)CN2CCOCC2)ccc1OCc1ccccc1,-29%,-1%,0%
COc1ccc(NC(=O)CSc2nnnn2C2CCCC2)cc1S(=O)(=O)N1CCOCC1,-12%,2%,x
CCn1c(C)cc(C(=O)CSc2nnc(C3CC3)n2C2CC2)c1C,u,u,x
CCCCCNC(=O)C(c1ccc(OC)cc1)n1c(=O)c(-c2ccco2)nc2ccccc21 (configuration not stated),12µM*,16µM*,x
COc1ccc(C)cc1N(CC(=O)Nc1ccc(S(=O)(=O)N2CCOCC2)cc1)S(C)(=O)=O,-7%,16%,-2%
Cc1ccc2nc(N3CCC(C(=O)NC4CCCCC4)CC3)sc2c1,-18%,-29%,-3%
COc1ccc2c(c1)CC[C@@H]1[C@@H]2CC[C@]2(C)C(=O)CC[C@@H]12,-21%,-8%,-4%
CC(C)Oc1ccc(C2NC(=O)NC2=O)cc1 (configuration not stated),1%,0%,-7%
Cc1ccc(N2CC(NS(=O)(=O)c3cccnc3)CC2=O)cc1C (configuration not stated),-17%,-14%,-4%
CC1=C(C(=O)OC(C)C)C(C)C(C(=O)OC(C)C)=C(C)N1,u,11µM*,-7%
CCOc1ccccc1NC(=O)CN1CCN(S(=O)(=O)c2ccc(Br)cc2)CC1,-18%,-29%,-23%
CCc1ccc(OCC2c3cc(OC)c(OC)cc3CCN2C(C)=O)cc1 (configuration not stated),13µM*,u,-3%
O=C(Nc1ccccc1N1CCCCC1)c1ccc(F)cc1,u,u,9%
COc1ccccc1NC(=O)COC(=O)Cc1c[nH]c2ccccc12,3%,-26%,0%
O=c1oc2cc(O)ccc2s1,u,u,-3%&-2%
CCOC(=O)C1ON2CCCCC2C1(O)C(F)(F)F (configuration not stated),-6%,13%,-1%
CC(C)C(=O)Nc1nnn(C)n1,-1%,-11%,-7%
COc1ccc(NC(=O)COc2cccc3c2OC(C)(C)C3)c(OC)c1,16µM*,u,-7%
COc1ccc(CN2C(=O)C(CC(=O)NCC3CCCCC3)CC(C(=O)N(C(C)C)C(C)C)=C2C)cc1 (configuration not stated),u,u,x
N#Cc1ccc(/C=C2/C=Cc3ccccc32)cc1,-1%,u,x
COc1ccc(OCC(=O)OCc2cc(=O)n3nc(C4CC4)sc3n2)cc1,-21%,1%,-3%
CN1C(=O)CC(NNC(=O)c2ccc(Cl)cc2)C1=O (configuration not stated),-14%,-6%,-7%
Cc1oc(C(C)(C)C)cc1C(=O)Nc1ccc(N2CCOCC2)cc1,-26%,-24%,-5%
CC(=O)c1cccc(S(=O)(=O)NCC2CCCCC2)c1,u,10%,-4%
COc1ccc(CCCC(=O)N/N=C\c2cccs2)cc1,-23%,2%,-10%
Cc1cccc(OCC(=O)Nc2ccc(NC(=O)c3ccccc3)cc2)c1,-1%,6%,0%
CCc1nn(CCCC(=O)NCc2ccccc2Br)c(=O)c2cc3occc3n12,u,u,-1%&-6%
COc1ccc(NC(=O)CCN2C(=O)c3ccccc3C2=O)cc1,-6%,-5%,-4%
COc1cc(-c2nc3cnccn3c2Nc2c(C)cccc2C)ccc1O,u,u,-5%
c1ccc(Cn2nnnc2C(c2cccs2)N2CCCCCC2)cc1 (configuration not stated),-20%,-19%,-1%
COCCn1c(SCC#N)nnc1-c1ccc([N+](=O)[O-])cc1,-15%,-20%,-1%
O=[N+]([O-])c1ccccc1S(=O)(=O)N1CCCC(C(F)(F)F)C1 (configuration not stated),u,0%,-8%
Cc1ccc2nc(N3CCN(c4cccc(Cl)c4)CC3)c3nnnn3c2c1,u,u,0%
O=C(CCNC(=O)c1ccccc1Cl)NN=Cc1ccco1,0%,4%,3%
Cc1ccccc1-n1c(Cn2c(=O)sc3ccccc32)nnc1SCC(=O)Nc1nccs1,-27%,2%,0%
COc1ccc(OC)c(NC(=O)N2CCC(CN3CCCCC3)CC2)c1,-11%,2%,0%

# A portion from the list above, for reference:
SMILES,TDP1 cell noCPT,TDP1 cell CPT,KAT2A inh
O=c1oc2cc(O)ccc2s1,u,u,-3%&-2%
CCOC(=O)C1ON2CCCCC2C1(O)C(F)(F)F (configuration not stated),-6%,13%,-1%
CC(C)C(=O)Nc1nnn(C)n1,-1%,-11%,-7%
COc1ccc(NC(=O)COc2cccc3c2OC(C)(C)C3)c(OC)c1,16µM*,u,-7%
COc1ccc(CN2C(=O)C(CC(=O)NCC3CCCCC3)CC(C(=O)N(C(C)C)C(C)C)=C2C)cc1 (configuration not stated),u,u,x
N#Cc1ccc(/C=C2/C=Cc3ccccc32)cc1,-1%,u,x
COc1ccc(OCC(=O)OCc2cc(=O)n3nc(C4CC4)sc3n2)cc1,-21%,1%,-3%
CN1C(=O)CC(NNC(=O)c2ccc(Cl)cc2)C1=O (configuration not stated),-14%,-6%,-7%
Cc1oc(C(C)(C)C)cc1C(=O)Nc1ccc(N2CCOCC2)cc1,-26%,-24%,-5%
CC(=O)c1cccc(S(=O)(=O)NCC2CCCCC2)c1,u,10%,-4%
COc1ccc(CCCC(=O)N/N=C\c2cccs2)cc1,-23%,2%,-10%
Cc1cccc(OCC(=O)Nc2ccc(NC(=O)c3ccccc3)cc2)c1,-1%,6%,0%
CCc1nn(CCCC(=O)NCc2ccccc2Br)c(=O)c2cc3occc3n12,u,u,-1%&-6%
COc1ccc(NC(=O)CCN2C(=O)c3ccccc3C2=O)cc1,-6%,-5%,-4%
COc1cc(-c2nc3cnccn3c2Nc2c(C)cccc2C)ccc1O,u,u,-5%
c1ccc(Cn2nnnc2C(c2cccs2)N2CCCCCC2)cc1 (configuration not stated),-20%,-19%,-1%
COCCn1c(SCC#N)nnc1-c1ccc([N+](=O)[O-])cc1,-15%,-20%,-1%
O=[N+]([O-])c1ccccc1S(=O)(=O)N1CCCC(C(F)(F)F)C1 (configuration not stated),u,0%,-8%
Cc1ccc2nc(N3CCN(c4cccc(Cl)c4)CC3)c3nnnn3c2c1,u,u,0%

# Later entries
SMILES,TDP1 cell noCPT,TDP1 cell CPT,KAT2A inh
O=C(C1CCC1)N(CCc1ccccc1)Cc1nc2ccccc2c(=O)[nH]1,u,u,-4%
COc1cc2c(cc1OC)CN(c1ccc(F)cc1[N+](=O)[O-])CC2,u,-25%,0%
COc1ccc([C@@H]2CC=C(C(=O)O)[C@H](c3ccc(C)cc3)N2S(=O)(=O)c2ccc(C)cc2)cc1OC,-1%,7%,-2%
O=S(=O)(c1ccccc1)N(CC1CO1)c1ccccc1 (configuration not stated),u,-26%,-7%
O=C(Cn1cnc2c(cnn2-c2ccc(F)cc2)c1=O)OCc1ccccc1,-12%,2%,-3%[0.501 µM]
Cc1cc(OCC(=O)NCC2CCC(C(=O)O)CC2)c2c(C)cc(=O)oc2c1 (configuration not stated),-1%,9%,0%
CN1CCCN(S(=O)(=O)c2ccccc2)CC1,19%,14%,1%
Clc1cnc2nc(SC/C=C/c3ccccc3)[nH]c2c1,-15%,3%,-1%
Cn1cc([N+](=O)[O-])c(C(=O)Nc2nc(-c3ccc(Cl)cc3)cs2)n1,u,u,-4%
O=C(Cc1c(F)cccc1Cl)NCC1CCCO1 (configuration not stated),2%,8%,5%
CC(=O)c1ccc(OCc2cc(C(=O)NC(C)c3cnn(C)c3)no2)cc1 (configuration not stated),-5%,-29%,13%
NC1=C(c2ccc([N+](=O)[O-])cc2)C(=O)CO1,22%,23%,-4%
CCOCC(=O)NCc1ccc2c(c1)cc(C)n2C,-13%,u,-16%
CN1CCN(c2ccc(Cl)cc2NC(=O)c2cc(=O)[nH]c3ccccc23)CC1,u,u,0%
CN1CCN(C(=O)c2cc3c(ccc4ccccc43)oc2=O)CC1,5%,-13%,-10%
O=C(C1CCC(=O)N(C2CC2)C1)N1CCC(Oc2cccc(C(F)(F)F)c2)CC1 (configuration not stated),u,u,-11%
COc1ccccc1-c1nnc(SCC(=O)Nc2ccc(N3CCOCC3)cc2)n1N,-2%,6%,-1%
CN(C1CCCCC1)S(=O)(=O)c1ccc(S(=O)(=O)N2CCCC2)cc1,u,u,-14%
CC(C)(C)c1ccc(C(=O)Nc2ccc(Oc3cccnc3)nc2)cc1,13µM*,u,-2%
CCOc1ccc2c(c1)sc1nc(C(=O)OC)cc(=O)n12,-16%,9%,x
CC(=O)c1ccc(NC(=O)CSc2ccc3nnc(-c4cccnc4)n3n2)cc1,-18%,-29%,-1%
CNC(=O)c1ccc(Nc2nnc(-c3ccc(C)c(S(=O)(=O)NCC4CCCO4)c3)c3ccccc23)cc1 (configuration not stated),13µM*,26µM*,-12%
NC(=O)COc1ccccc1C(=O)O,4%,5%,-5%
Cc1ccc2oc(C(=O)N(Cc3ccncc3)CC3CCCO3)c(C)c2c1 (configuration not stated),u,u,-10%
CCNC(=O)C1(C)CCCN(C(=O)c2c(C)noc2C)C1 (configuration not stated),-13%,-13%,x
CCOc1ccc(C(=O)Nc2ccc(S(=O)(=O)Nc3nccc(C)n3)cc2)cc1OCC,-1%,14%,3%
COc1cc(OC)nc(Oc2ccccc2C(=O)Oc2ccc(C)cc2)n1,-10%,-12%,-15%
CC1OCC23CC[C@@]4(C)CCC(C)(C)C[C@H]4[C@]2(C)CCC12C3CC[C@@]1(C)C2C(=O)CC(=O)[C@@H]1C (some centres not stated),-4%[9.04 µM],14%[9.04 µM],x
O=S1(=O)c2ccccc2N(Cc2ccccc2)c2ccccc21,-6%,-1%,3%
Cc1c(S(=O)(=O)Nc2ccc3c(c2)OCCO3)c(=O)n(C)c(=O)n1C,-13%,-8%,-4%

# Source: PubChem

# Compounds as they come (roughly 18% active in at least one column).
